# Screens as filed in PubChem.
# HCV inhibitor: inhibitors of hepatitis C virus infection; Huh7.5.1 HCVcc-Cre infection, luciferase reporter, 44 h; Potency, µM (highest dose often 41.8 µM), without a hit: at the top dose activity change, negative = inhibition, usual class: inhibitors; 340,000 tested, 3.4% active; AID 651820; note: potency is the fitted concentration of half-maximal effect
#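 1,000 cells/well; 4 h culture; + compound; + HCVcc-Cre (~0.5 moi); 44 h; luciferase substrate, RT 15 min; read 15 sec.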
# FBPA Giardia inh: Giardia lamblia aldolase inhibition; A8B2U2; purified Giardia FBPA; Potency, µM (top dose mostly 59.6 µM), for the others: at the top dose activity, negative = inhibition, usual class: inhibitors; 290,000 tested, 0.71% active; AID 2451; note: potency is the fitted concentration of half-maximal effect; nearly all actives have a fitted effect of over 55% in size
# Target sequence (A8B2U2 whole entry, looked up): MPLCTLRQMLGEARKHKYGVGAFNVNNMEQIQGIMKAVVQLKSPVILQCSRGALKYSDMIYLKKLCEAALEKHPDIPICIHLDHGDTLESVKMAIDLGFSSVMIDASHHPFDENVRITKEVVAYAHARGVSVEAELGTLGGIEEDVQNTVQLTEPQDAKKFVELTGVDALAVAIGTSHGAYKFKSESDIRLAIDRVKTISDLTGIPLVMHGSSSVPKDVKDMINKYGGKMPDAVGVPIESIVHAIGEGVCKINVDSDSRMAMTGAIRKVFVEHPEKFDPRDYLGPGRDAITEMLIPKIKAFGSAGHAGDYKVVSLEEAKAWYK
#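 40 nM FBPA preincubated 10 min at RT with compound (up to 57.5 uM final), then substrate plus GAPDH/TPI/NAD/arsenate coupling and diaphorase/resazurin added. Fluorescence read after 20 min at RT, 525/598 nm.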
# Sm TGR block: blocks Schistosoma mansoni thioredoxin glutathione reductase. Q962Y6. purified TGR, DTNB reduction, TNB absorbance 405 nm. Potency, µM (series often up to 114 µM), for inactives: top-dose activity change, negative = inhibition, most hits filed as inhibitors. 360,000 tested, 3% active; note: potency is the fitted concentration of half-maximal effect; nearly all actives have a fitted effect of over 60% in size
#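 Kinetic colorimetric format: TGR-catalysed, NADPH-driven DTNB reduction monitored via TNB absorbance. Enzyme dispensed at 20 nM; compound exposure 15 min at room temperature before reaction start.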
# HCMV antiviral: inhibitors of human cytomegalovirus; 410,000 tested, 4.5% active; HFF cells, HCMV-luciferase reporter, 72 h; active compounds read low; activity change, negative = inhibition, % at 57.5 µM; AID 1259415; in the data active = activity change below about -60%; inconclusive = no clear call, values can overlap the other calls; inactive = above about -39%
#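 Inhibition of viral replication was scored as loss of reporter luminescence in HFFs infected with HCMV-luciferase (MOI 1 PFU/cell) for 72 h; compounds tested at 2 doses, normalized to buffer and Salinomycin controls.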
# AMA1-RON2 inh: disrupts binding of P. falciparum AMA1 to RON2; Potency, µM (highest dose often 58.2 µM), without a hit: at the highest dose activity change, negative = inhibition, most hits filed as inhibitors; AlphaScreen AMA1-biotinylated RON2 peptide binding; 360,000 tested, 0.2% active;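 note: potency is the fitted concentration of half-maximal effect; 0% = vehicle wells and -100% = peptide control; nearly all actives have a fitted effect of over 45% in size; some results filed as inactive show a strong effect at the top dose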
#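 AMA1 (3D7) with his tag at 25 nM final met compounds first, then biotinylated RON2 peptide at 25 nM; detection used donor plus acceptor beads, 10 µg/mL apiece, read by AlphaScreen after 30 min at room temperature.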
# AmpC inh detg: blocks E. coli AmpC beta-lactamase in detergent assay; AmpC hydrolysis of nitrocefin, absorbance 480 nm, 0.01% Triton; 370,000 tested, 0.041% active; Potency, µM (top dose mostly 114 µM), for the others: top-dose activity change, negative = inhibition, hits mostly inhibitors; AID 485294;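 note: potency is the fitted concentration of half-maximal effect; 0% = no-compound wells and -100% = no-enzyme wells; nearly all actives have a fitted effect of over 25% in size; some results filed as inactive show a strong effect at the top dose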
# Target sequence (P00811 whole entry, looked up): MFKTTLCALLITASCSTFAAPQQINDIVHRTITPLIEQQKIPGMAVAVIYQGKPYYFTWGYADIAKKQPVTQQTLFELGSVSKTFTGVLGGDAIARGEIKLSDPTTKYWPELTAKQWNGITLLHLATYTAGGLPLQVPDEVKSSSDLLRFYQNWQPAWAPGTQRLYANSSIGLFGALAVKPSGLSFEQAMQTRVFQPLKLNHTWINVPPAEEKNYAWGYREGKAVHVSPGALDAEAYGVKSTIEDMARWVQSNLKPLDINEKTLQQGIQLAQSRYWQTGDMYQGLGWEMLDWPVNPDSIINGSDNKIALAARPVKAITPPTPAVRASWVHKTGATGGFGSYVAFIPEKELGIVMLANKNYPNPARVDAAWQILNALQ
#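 AmpC (5.3 nM in the dispensed reagent) in 20 mM phosphate pH 7.0 with 0.01% (detergent screen) or 0.0001% Triton X-100 was preincubated with compounds for 15 min at room temperature. Nitrocefin was then added from an 800 uM solution, and hydrolysis was followed at 480 nm.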
# * = called active by the depositor; u = inconclusive; x = no result given; & = joins results of further samples; [ ] = dose if it differs, or a comment. Unless noted, calls come from the whole dose curve; as a rule, active = well fitted curve in the direction sought with a large enough effect; inconclusive = small, poorly fitted or top-dose-only effect, or another doubt; inactive = no such curve, though single readings can be large; an effect the other way counts as inactive or inconclusive. Unless noted, % is set by controls: 0 for no effect and ±100 for the full control effect.
# Fields – HCV inhibitor	FBPA Giardia inh	Sm TGR block	HCMV antiviral	AMA1-RON2 inh	AmpC inh detg
> O=C(c1cccc(C(=O)N2CCN(Cc3ccccc3)CC2)c1)N1CCN(Cc2ccccc2)CC1
 : u	4%	0%	-28	2%	-6%
> O=C(O)Cn1c(SCCOc2ccc(Cl)cc2)nc2ccccc21
 : 13%	-16%	-5%	-8	u	-13%
> C=CCN(c1ccccc1C(=O)O)S(=O)(=O)c1ccc(C)cc1
 : 19%	0%	0%	-20	11%	-3%
> CCOC(=O)C1(Cc2ccc(Cl)cc2)CCN(C(=O)c2sc(C)nc2C)CC1
 : 11µM*	4%	0%	-76*	-10%	2%
> CN(Cc1nc(-c2ccc(Cl)cc2)no1)S(=O)(=O)c1ccccc1
 : x	x	4%	-5	x	6%
> O=c1c2ccccc2nc2c3ccccc3c(Cl)nn12
 : x	6%	3%[57.1 µM]	x	x	10%
> Cc1ccc(S(=O)(=O)N2CCC(O)(c3cccnc3)CC2)cc1
 : 24%	2%	6%	-23	-3%	4%
> CCOC(=O)C1CN(S(=O)(=O)c2ccc(OC)cc2)c2cc(Cl)ccc2O1 (configuration not stated)
 : 5%	-3%	2%	-62*	5%	-9%
> Cc1ccc(C(=O)N2CCc3cc(CNC(=O)c4ccc(Br)cc4)ccc32)cc1
 : x	x	2%	-18	x	11%
> Cc1ccccc1NC(=O)CSc1nnc(NC(=O)C2CC2)s1
 : 21%	-13%	5%	3	-5%	0%
> Cc1cc(C)cc(N2CCCn3c2nc2c3c(=O)n(CC(=O)OCc3ccccc3)c(=O)n2C)c1
 : u	-2%	-12%	38	-3%	1%
> CC1CCN(c2ccc(C(=O)O)cc2)CC1
 : 8%	7%	2%	75	-5%	2%
> S=c1[nH]nc(Cc2ccc(Cl)cc2)o1
 : 21%	-10%	-2%	-17	-5%	-4%
> Cc1ccc(Cl)cc1N1CCN(C(=O)c2ccc(CS(=O)Cc3ccc(Cl)cc3)o2)CC1 (configuration not stated)
 : u	x	45µM*	-17	-6%	-1%
> O=C(O)c1ccoc1CN1CCCCC1
 : -2%	-19%	0%	-23	-2%	-11%
> COc1ccc(CCC(=O)NCc2nc3cccnc3n2Cc2ccccc2)cc1
 : x	x	-9%	u	x	1%
> Cc1cc(S(=O)(=O)Nc2ccc(C(=O)NCc3cccnc3)cc2)ccc1F
 : 13%	x	-3%	-20	12%	-2%
> COc1ccc(C2(c3ccc(O)cc3O)CC(c3ccccc3Cl)NC(=S)N2)cc1 (configuration not stated)
 : -6%	0%	0%	-14	48%[activator]	-6%
> CCOC(=O)c1ccc(Cl)c(NC(=O)c2cccnc2)c1
 : x	2%	15%	x	x	0%
> CCOC(=O)c1c(C)oc2nc(C)nc(Nc3cc(C)cc(C)c3)c12
 : x	x	66%[activator]	5	x	23%
> Cc1c(N)cccc1N
 : -15%	x	-23%	u	1%	5%
> Cc1cc(C)c2c(=O)c3c(oc2c1)C(=O)N(Cc1ccco1)C3c1ccc(F)cc1 (configuration not stated)
 : x	x	-2%	-2	x	-1%
> O=C1CC(c2cccs2)c2ccc3ccccc3c2N1 (configuration not stated)
 : -21%	4%	2%	25	5%	u
> CC(=O)c1cccc(NC(=O)C2CCN(S(=O)(=O)c3ccc4c(c3)oc(=O)n4C)CC2)c1
 : x	x	-1%	-12	x	10%
> Cn1cccc1Cc1nnc(SCC(=O)N2CCc3ccccc32)n1-c1ccc(F)cc1
 : -3%&6%	0%	-20%	3	7%	u
> Cc1ncc([N+](=O)[O-])n1CC(=O)Nc1ccc(Br)cc1
 : -10%	10%	3%	11	0%	-4%
> C#CCOCCOCCOCCNc1nc(N2CCN(C(=O)Cn3cc(CC(C)O)nn3)CC2)nc(N2CCN(C(=O)[C@H]([C@@H](C)O)n3cc(CCCCN)nn3)CC2)n1 (some centres not stated)
 : 7%	x	x	-12	-1%	x
> CN(C)N1C(N)=C(C#N)C(c2ccc3c(c2)OCO3)C2=C1CC(C)(C)CC2=O (configuration not stated)
 : -7%	-21%	-1%	19	14%	-13%
> CCOC(=O)c1sc(N=Nc2c(O)[nH]c(=O)[nH]c2=O)c(C(=O)OCC)c1C
 : -8%	-6%	0%	x	x	0%
> Nc1[nH]c(=O)nc(Nc2ccccc2)c1N=O
 : 7%	x	x	-37	-1%	x
> Cc1ccc(-n2c(=O)c3c4c(sc3n(CC(=O)C(C)(C)C)c2=O)CCCCC4)cc1C
 : x	x	-1%	-11	x	-3%
> C#CCSc1nnnn1-c1ccc(OCC)cc1
 : -10%	-13%	-1%	37	-2%	4%
> Cc1cc(C)c(OCC(=O)OCC(=O)N2CCc3ccccc3C2)c(C)c1
 : 10%	x	1%	-4	2%	0%
> O=C(NCCN1CCOCC1)c1ccc(Cl)nc1Cl
 : 1%	3%	x	10	-1%	-3%
> Cc1ccc(OCCCC(=O)Nc2cc(Cl)ccc2-n2cncn2)cc1
 : u	x	-2%	9	3%	-18%
> CSc1ccc(-c2nnn(CC(=O)NCc3ccccc3)n2)cc1
 : -14%	0%	10%	58	0%	3%
> COc1ccc(C2C(C(=O)c3ccco3)=C(O)C(=O)N2CC2CCCO2)c(OC)c1 (configuration not stated)
 : 9%	-11%	-13%	11	3%	-6%
> COc1cccc(CN2CCC(n3nccc3NC(=O)CCCc3ccccc3)CC2)c1
 : -22%	x	-7%	-27	-8%	2%
> Cc1c(C(C)C)c(=O)n(-c2ccc(S(=O)(=O)N3CCOCC3)cc2)n1C
 : -10%	0%	8%	-23	9%	2%
> CN(C)S(=O)(=O)c1cccc(N=C2SCCN2Cc2ccccc2)c1
 : 10µM*	-6%	-6%	-6	-12%	-11%
> Cn1c(=O)[nH]c(=O)c2c1nc(N1CCCCC1)n2C/C=N/Nc1ccc(C(=O)O)cc1
 : 12%	3%	-25%	u	-4%	11%
> CCOc1ccc(NC(=O)CN(C)C(=O)c2ccc(COc3ccccc3)cc2)cc1OCC
 : u	x	-17%	-12	6%[11.6 µM]	-7%
> COc1ccccc1CNCc1cc(OC)c(OC)cc1OC
 : -10%	-13%	0%	-2	-8%	u
> CC(C)(C)c1cc(CCC(=O)NCc2cccnc2)cc(C(C)(C)C)c1O
 : -30%	x	u	-36	1%	-6%
> COc1ccc(S(=O)(=O)N(C)C)cc1NC(=O)CCCSc1ccccc1
 : 1%	-6%	-1%	-12	-7%	-6%
> COc1cccc(NS(=O)(=O)NC(=O)c2cn(C)c3ccccc23)c1
 : -17%	-5%	-14%	-34	-1%	-9%
> O=C(NCc1cccc(Cl)c1)c1cnc(N2CCCCC2)c2ccccc12
 : x	x	-3%	54	x	7%
> CC(Cl)C(=O)c1c(N)n(C)c(=O)n(C)c1=O (configuration not stated)
 : -1%	-6%	-24%	29	8%	1%
> COc1ccccc1S(=O)(=O)N1CCN(S(=O)(=O)c2ccccc2C#N)CC1
 : -8%	-3%	2%	-6	-14%	-6%
> CCN(C(=O)COC(=O)CNS(=O)(=O)c1ccc2ccccc2c1)C1CCCCC1
 : 13%	x	-18%	-33	4%	u
> COc1ccc(S(=O)(=O)N(C)CC(=O)NCCc2ccccc2)cc1OC
 : -21%	3%	-7%	-17	-7%	0%
> COc1ccc(NS(=O)(=O)c2cccc(C(=O)N3CCCCCC3)c2)cc1
 : 7%	x	1%	-37	30%[activator]	0%
> CC(NS(=O)(=O)c1ccc(Br)cc1)C(=O)NCc1ccc2c(c1)OCO2 (configuration not stated)
 : -8%	4%	5%	-13	7%	-14%
> COCCCN1C(=O)C(=O)/C(=C(/O)c2ccc(OC(C)C)cc2)C1c1cccnc1 (configuration not stated)
 : 21%	22%	-2%	16	1%	-4%
> Cn1nc(-c2ccccc2)c(C(=O)Nc2ccc(C(F)(F)F)cc2)c1Cl
 : -1%	8%	33%	8	5%	u
> Cc1nn(-c2ccccc2)c(N2CCCC2)c1/C=N/NC(=S)Nc1ccc(F)cc1
 : u	x	x	u	63%[activator]	x
> COc1ccc(C(CNC(=O)COc2ccccc2OC)N(C)C)cc1OC (configuration not stated)
 : -13%	1%	0%	-28	2%	-12%
> O=C(COc1cc(Cl)c(Cl)cc1Cl)Nc1cccc(O)c1
 : -11%	3%	4%	19	-1%	0%
> COc1ccc(CNC(=O)C2CCC(CNS(=O)(=O)c3cccc4cccnc34)CC2)cc1 (configuration not stated)
 : -26%	x	-14%	3	-7%	0%
> COc1cc2c(cc1NC(=O)COc1ccc(Cl)cc1)oc1ccccc12
 : x	x	0%	-3	x	28%

# One compound at a time, as listed above. Screens in order: HCV inhibitor	FBPA Giardia inh	Sm TGR block	HCMV antiviral	AMA1-RON2 inh	AmpC inh detg
# CC(NS(=O)(=O)c1ccc(Br)cc1)C(=O)NCc1ccc2c(c1)OCO2 (configuration not stated) in the list: -8%	4%	5%	-13	7%	-14%
# COc1cccc(NS(=O)(=O)NC(=O)c2cn(C)c3ccccc23)c1 in the list: -17%	-5%	-14%	-34	-1%	-9%
# CC(Cl)C(=O)c1c(N)n(C)c(=O)n(C)c1=O (configuration not stated) in the list: -1%	-6%	-24%	29	8%	1%
# Cn1nc(-c2ccccc2)c(C(=O)Nc2ccc(C(F)(F)F)cc2)c1Cl in the list: -1%	8%	33%	8	5%	u

# More compounds follow.
# Fields – HCV inhibitor	FBPA Giardia inh	Sm TGR block	HCMV antiviral	AMA1-RON2 inh	AmpC inh detg
> Cc1ccc(C(=O)COC(=O)CNC(=O)c2ccc(N3C(=O)c4ccccc4C3=O)cc2)cc1C
 : 2%	3%	-1%	21	0%	-12%
> COc1cccc(C(=O)Nc2ccc3[nH]ncc3c2)c1OC
 : -19%	1%	0%	41	-17%	-12%
> O=C(NCCCCc1ccccc1)c1cccc(NC(=O)C2CC2)c1
 : -75%	x	x	9	1%	x
> COc1cc(-c2nnc(SCC(=O)Nc3cc(C)on3)n2C)cc(OC)c1O
 : 13%	-2%	u	-15	-3%	-2%
> O=S(=O)(c1ccc2ccccc2c1)N1CCc2ccccc21
 : u	-4%	u	-30	-2%	-2%
> O=C1Nc2ccc(Br)cc2C(c2ccc(Cl)cc2)=NC1O (configuration not stated)
 : 1%	-26%	-2%	u	-7%	4%
> COc1ccc(-c2nnc(SCC(=O)Nc3ccc(C)cc3)n2C)cc1
 : -14%	0%	0%	-2	-1%	u
> Cc1cccc(Nc2nc(NCc3ccco3)nc(N3CCOCC3)n2)c1
 : u	-6%	6%	82	-14%	-11%
> Cc1ccc(C)c(NC(=O)COC(=O)c2ccc(S(=O)(=O)N3CCCCC3)cc2)c1
 : 10%	x	-12%	-17	-21%	-9%
> CCSc1nnc(NC(=O)c2ccc3c(c2)OCO3)s1
 : 10%	-19%	6%	72	-12%	2%
> Cc1ccc2nc(NCc3ccccc3Cl)c3nnnn3c2c1
 : x	x	1%	-2	x	4%
> CCOC(=O)N1CCN(Cc2nc(N)nc(Nc3ccc(Cl)cc3)n2)CC1
 : 24%	-1%	-26%	-22	5%	-3%
> CC(/C=N/NC(=O)c1nnn(-c2nonc2N)c1C(C)C)=C\c1ccco1
 : u	-8%	u	-36	44%[activator]	-5%
> CCOC(=O)c1c(C)oc2c1c(C(c1cccnc1)N1CCN(C)CC1)c(O)c1ccccc12 (configuration not stated)
 : 11µM*	u	0.56µM*	x	x	u

# Compounds were not picked by outcome; about 9.3% have a hit in one of these screens.
